# Bioassay records deposited in PubChem by several laboratories.
# cardiac RTF act – cardiac RTF calcium sensitization | AID 493008 | activation, % at 7.2 µM | P19429+P45379 | IANBD-labeled TnC RTF fluorescence at EC20 calcium; 0% EC20 calcium, 100% full calcium | hit rate 0.24% among 340,000;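 active means activation above the mean over all tested compounds plus 3 SD, cut at about 30% in these data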;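 further: rise in fluorescence read as greater calcium sensitivity of cardiac thin filaments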
# NSD2 HMT inh – inhibitors of human histone methyltransferase NSD2; NSD2 peptide methylation, AlphaScreen, 120 min; inhibition, % at 12.5 µM; hit rate 0.54% among 310,000; AID 743445; in the data active means inhibition above about 50%
# Cardiac RTF inh – cardiac RTF calcium desensitization; AID 493244; IANBD-labeled cardiac RTF, Ca2+ fluorescence; inhibition, % at 7.15 µM; P19429+P45379; hit rate 0.12% among 340,000;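 active means inhibition above the mean inhibition of all tested compounds plus 3 SD, cut at about 17% in these data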;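 further: assay run at fixed EC70 calcium of 1.6 mM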
# PfHsp90 set2 – growth inhibition of yeast expressing Plasmodium Hsp90 | S. cerevisiae expressing PfHsp90, BacTiter-Glo ATP, 48 h; yeast lacking PDR1 and PDR3 efflux regulators | inhibition, % at 9.4 µM | hit rate 0.32% among 310,000;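 active means every replicate shows inhibition above about 80%, whatever the replicate mean, limit read from the data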;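 further: 0% = DMSO neutral controls and 100% = 20 µM radicicol positive controls; yeast relying on Plasmodium falciparum Hsp90 in place of its own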
# PvdQ acylase – P. aeruginosa PvdQ acylase inhibition. purified PvdQ acylase, fluorescence plate reader. inhibition, % at 10 µM. hit rate 0.063% among 340,000. AID 488965; in the data active means inhibition above about 30%, passing the limit was not always enough;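 further: 0% = vehicle neutral wells and 100% = reference inhibitor wells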
# CDK5 p35 inh – CDK5/p35 (human) kinase inhibition. Recombinant CDK5/p35, ADP-Glo luminescence, 60 min. inhibition, % at 10 µM. hit rate 0.01% among 330,000;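 active means highest replicate inhibition of at least 50% and at least 75% of replicates reaching 50%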;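 further: plate controls were DMSO neutral control for no effect and GW8510 at 10 µM for full effect; many of its hits are not listed in these tables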
# dFosB act – enhances mouse delta FosB homodimer DNA binding; P13346; purified delta FosB, TAMRA-CDK5 oligo fluorescence polarization; percent of positive-control signal above neutral wells; activation, % at 25 µM; hit rate 0.99% among 340,000; AID 493131;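 active means mean activation above about 17%, with every replicate also reaching it, limit read from the data, passing the limit was not always enough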;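 further: fluorescence polarization rise as delta FosB binds a TAMRA Cdk5 AP-1 oligo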
# Target sequence (P13346 whole entry, looked up): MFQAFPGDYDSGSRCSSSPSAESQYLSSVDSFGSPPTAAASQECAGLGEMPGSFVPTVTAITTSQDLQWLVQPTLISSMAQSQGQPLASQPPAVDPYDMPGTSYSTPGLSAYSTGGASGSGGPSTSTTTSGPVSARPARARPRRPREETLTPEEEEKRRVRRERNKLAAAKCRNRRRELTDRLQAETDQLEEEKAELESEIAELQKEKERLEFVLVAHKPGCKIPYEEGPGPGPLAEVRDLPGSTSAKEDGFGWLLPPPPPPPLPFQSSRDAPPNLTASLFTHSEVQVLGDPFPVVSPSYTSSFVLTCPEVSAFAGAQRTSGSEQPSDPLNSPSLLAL
# C-LANA FP – blocks KSHV LANA C-terminal domain binding to DNA | MBP-C-LANA/FAM-LBS DNA binding, fluorescence polarization | inhibition, % at 9 µM | hit rate 0.078% among 340,000 | AID 504423;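 active means highest replicate inhibition at or above 60% at 9 µM, even if other replicates fall short; inactive means all replicates below 60% inhibition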;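 further: 0% = neutral control wells and 100% = 4 µM acridine orange control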
# SUMO Mot1 rescue – inhibitors of SUMOylation pathway: yeast Mot1-301 growth rescue | growth rescue, % at 18.8 µM | AID 2716 | S. cerevisiae Mot1-301 growth rescue, ATP luminescence, 38.5C; percent above DMSO median, 100 means doubled | hit rate 1% among 320,000;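 active means every valid replicate shows activation above 250% relative to neutral control wells; inactive means the rest, any valid replicate at or below 250%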;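 further: OY570 slx delta 5 strain wells were the positive control but not used for scaling; some compounds called inactive have numbers as strong as hits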
# Keap1-Nrf2 PPI – inhibitors of human Keap1-Nrf2 protein-protein interaction | inhibition, % at 9.4 µM | hit rate 0.15% among 340,000 | Keap1 Kelch-Nrf2 peptide fluorescence polarization, 1536-well | Q14145; in the data active means inhibition above about 12%;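 further: human Keap1 Kelch domain with fluorescein labeled Nrf2 9mer peptide probe; 0% = neutral control wells and 100% = peptide positive control; higher means more block of Keap1 binding to Nrf2 peptide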
# Rtt109 HAT inh – inhibitors of Candida albicans Rtt109/Vps75 histone acetyltransferase. Q5AAJ8. purified Rtt109/Vps75, ThioGlo CoA-SH fluorescence, 4 h. inhibition, % at 34.9 µM. hit rate 0.16% among 330,000;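 active means inhibition of at least 50% in every replicate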
# Target sequence (Q5AAJ8 whole entry, looked up): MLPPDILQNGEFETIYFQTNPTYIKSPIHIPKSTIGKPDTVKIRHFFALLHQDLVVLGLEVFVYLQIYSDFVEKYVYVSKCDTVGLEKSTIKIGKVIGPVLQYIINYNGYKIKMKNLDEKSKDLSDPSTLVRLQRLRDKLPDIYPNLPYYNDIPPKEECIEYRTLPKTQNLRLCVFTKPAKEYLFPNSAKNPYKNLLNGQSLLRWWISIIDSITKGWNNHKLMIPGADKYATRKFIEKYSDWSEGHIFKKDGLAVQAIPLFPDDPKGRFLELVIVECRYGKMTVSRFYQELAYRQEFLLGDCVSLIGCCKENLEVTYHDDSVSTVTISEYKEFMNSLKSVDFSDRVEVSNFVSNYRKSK
# Numbers without * were called inactive; nt = no result given; & = joins results of further samples. The order is random (roughly 3.2% active in at least one column).
SMILES,cardiac RTF act,NSD2 HMT inh,Cardiac RTF inh,PfHsp90 set2,PvdQ acylase,CDK5 p35 inh,dFosB act,C-LANA FP,SUMO Mot1 rescue,Keap1-Nrf2 PPI,Rtt109 HAT inh
COc1ccc(N2CC(C(=O)Nc3ccc(S(=O)(=O)N4CCCCC4)cc3)CC2=O)cc1 (centres undefined),-2,10,-6,11,-1,2.4,-9,-1.1,-6,0,13
O=C(NC(=S)NCC1CCCO1)c1ccc(Cl)cc1 (centres undefined),1,0,-4,-12,-11,3.0,1,-0.1,-8,-1,3
Cc1ccc(C(=O)Nn2cnc3ccccc3c2=O)cc1C,8,-1,-12,9,-9,-0.3,0,3.6,648,-2,4
CC1CCCCN1CCCn1c(=S)[nH]c2ccccc2c1=O (centres undefined),-1,5,6,-5,-10,-0.2,1,-2.1,-21,-13,4
Cc1cc(C)c2nncn2n1,3,-3,8,0,6,-0.5,-8,-2.3,-24,-2,-5
O=C1CCc2cc(NS(=O)(=O)c3ccccc3)cc3c2N1CCC3,-2,1,2,-2,4,1.0,2,0.2,102,-6,2
COc1nn(-c2ccccc2)c(=O)c(Cl)c1Cl,4,0,-4,2,-16,1.0,7,2.4,10,-3,-1
O=C(CCc1nnc(-c2ccc3c(c2)OCO3)o1)N1CCC(c2ccc(F)cc2)C1 (centres undefined),7,-1,-10,-4,-6,0.0,-14,0.1,nt,-4,-20
COC(=O)CN(c1cccc(OC)c1)S(C)(=O)=O,5,nt,-9,9,-8,-0.6,-3,-2.1,-24,3,1
O=C(c1ccccc1)c1ccccn1,-2,1,-16,-9,-13,-0.7,-5,0.0,127,2,nt
O=C(COC(=O)c1ccccc1NC(=O)c1ccco1)NC1CCS(=O)(=O)C1 (centres undefined),3,-3,-5,5,-5,2.8,-10,-1.0,-4,-3,-8
O=C(CCCCCn1c(SCC(=O)c2ccccc2)nc2ccccc2c1=O)NCc1ccco1,0,-1,3,nt,12,7.8,-5,-0.2,187,3,0
Cc1noc(NS(=O)(=O)c2ccc(NC(=O)c3ccc(OC(C)C)cc3)cc2)c1C,1,-12,0,9,-4,-1.0,1,0.0,0,2,13
COc1ccccc1OCCCCn1c(C(C)O)nc2ccccc21 (centres undefined),-4,3,-3,2,1,0.5,1,1.4,1,1,-10
CCn1c(SCC(=O)NC2CCCCC2)nnc1-c1ccco1,-8,-1,-8,-13,-8,-1.1,2,-0.2,-6,1,6
COc1ccc(C(=O)C(CCC(CNC(C)(C)C)C(=O)c2ccc(OC)cc2)CNC(C)(C)C)cc1 (centres undefined),5,10,3,12,7,-1.8,3,-0.2,-25,-78,62*
Cc1ccc(NC(=O)COC(=O)c2cccnc2Cl)cc1S(=O)(=O)N1CCCCC1,4,-3,-4,-10,-15,-0.7,-4,2.5,26,-6,4
O=[N+]([O-])c1ccc(/C=N/N2CCN(c3ccncc3S(=O)(=O)N3CCCCC3)CC2)cc1,-1,0,3,21,7,-0.1,4,-0.1,6,6,-2
Cc1nc2ccccc2n1/C(=N\S(=O)(=O)c1ccccc1)c1ccccc1,4,-3,6,-25,-11,0.4,4,3.2,-7,-3,-2
COc1ccc(C(=O)NCC(c2ccco2)N(C)C)cc1S(=O)(=O)NCc1ccc(Cl)cc1 (centres undefined),1,1,-9,9,-4,2.0,-6,-2.2,14,1,4
CC(=O)c1ccccc1OCc1ccc(S(=O)(=O)Cc2ccccc2)cc1,3,-3,-4,-3,-13,0.8,-8,-1.2,-9,-5,2
O=C(C1CCN(S(=O)(=O)c2cccc3cccnc23)CC1)N1CCCC1,1,nt,-3,-24,1,-0.4,-3,0.3,-18,-2,5
CC1CC(C)CN(C(=O)COC(=O)CCC(=O)c2cccs2)C1 (centres undefined),-3,0,-8,-3,1,-0.6,-2,-0.7,-9,-5,0
O=C(NCc1cccs1)c1cc(-c2ccccc2)nn1CC1CC(c2cccc([N+](=O)[O-])c2)=NO1 (centres undefined),-4,nt,2,nt,-2,-0.7,-4,-0.2,9,-2,-3
Cc1cccc(C(=O)N2CCC(n3nnc4cc(F)ccc43)CC2)c1,-2,-2,2,-7,-1,-0.1,-8,0.7,-3,6,-13
COc1ccc(-c2nc(-c3cccs3)no2)cc1,-3,-11,-7,17,10,5.3,-14,-2.6,-4,-3,52*
O=C1N[C@H](Cc2ccccc2)COC(=O)[C@@H](Cc2ccc(F)cc2)CC/C=C/C[C@H]1CC(=O)N(CCO)Cc1ccccc1,1,nt,5,-20,-8,-0.7,-18,-0.9,7,-3,-7
COc1cc2[nH]c(=O)c(C(=O)NCCCN3CCOCC3)c(O)c2cc1OC,2,-4,1,10,15,2.9,33*,-2.0,-11,1,14
CC1=C(CC(=O)O)c2cc(F)ccc2/C1=C/c1ccc(S(C)=O)cc1 (centres undefined),4,nt,13,-11,1,1.2,-3,0.4,-21,-1,8
CCCCCn1c(=O)[nH]c2cc(C(=O)NCCN(CC)CC)ccc2c1=O,-4,34,5,-5,-13,1.8,-12,-2.2,88,-1,-3
Cc1cccc(NC(=O)CSc2nc3ccccc3c(=O)n2C)c1,6,-5,-5,-51,-18,0.1,-9,-1.2,-25,-4,-5
CCCCn1c(O)c(/C=C/C=C/C=Nc2ccccc2)sc1=S,0,5,-1,10,11,2.4,-3,-0.1,-4,-1,6
CCOc1ccc(S(=O)(=O)NCCOC)cc1C,-3,-4,-3,-33,-17,0.1,0,1.6,-14,-4,-12
CC(=O)Nc1ccc(S(=O)(=O)NC2(C(F)(F)F)NC(=O)N(c3ccccc3F)C2=O)cc1 (centres undefined),6,27,-13,-8,-15,-0.7,0,-0.6,80,1,-4
CC1(c2cccc(Br)c2)NC(=O)N(CC(=O)NC2CCCCC2)C1=O (centres undefined),2,1,-1,0,-4,-2.3,-7,0.2,nt,-4,9
CC(=O)Nc1ccc2c(c1)ncn2-c1ccccc1,nt,-3,nt,4,4,-0.1,-3,0.4,-8,-1,30
S=c1[nH]nc(COc2ccccc2)n1/N=C/C=C/c1ccccc1,3,4,-9,-2,-13,3.0,-12,0.8,-4,-1,1
CCOc1ccccc1NCc1cc(=O)oc2cc(C)ccc12,6,1,-2,-17,-13,2.3,-6,1.0,133,-5,-2
Cc1sc(-c2ccncc2)nc1OC(=O)c1ccc(F)cc1F,0,-2,-5,-13,1,-0.5,1,-1.1,252,0,-5
CCCN(CC(=O)Nc1ccccc1C)C(=O)COc1c(C)cccc1C,-1,-1,-4,-28,-18,0.9,-1,-1.1,-5,4,0
COc1nc(N/N=C/c2ccc(C)cc2)nc(N2CCCCC2)n1,-1,-2,-13,31,-1,-3.5,0,-1.4,14,-7,-11
Cc1ccc(/C=C/C(=O)Nc2cccnc2)o1,0,0,-18,12,6,1.1,-8,4.1,-9,-17,8
CCOC(=O)c1cccc(NC(=O)/C=C/c2cccc([N+](=O)[O-])c2)c1,0,-2,-3,0,-13,0.6,-11,1.6,11,-1,5
Cc1ccc(NC(=O)CC(=O)c2ccc([N+](=O)[O-])cc2)cc1S(=O)(=O)Nc1cccc(Cl)c1,-5,-1,2,7,0,0.3,11,-1.3,3,3,12
CNc1nc(NCCOC23CC4CC(CC(C4)C2)C3)nc(OCC(F)(F)F)n1,-4,-2,-8,0,-10,-1.0,-9,0.9,86,1,-6
COc1ccccc1N1CCN(C(=O)CN(C)S(=O)(=O)c2ccc3c(c2)c(=O)n(C)c(=O)n3C)CC1,-5,1,3,1,0,-7.7,-3,0.8,-11,1,-1
CCn1c2ccccc2c2cc(NC(=O)c3cccc([N+](=O)[O-])c3C)ccc21,7,-1,-6,11,-8,-0.6,-5,-3.6,31,0,4
C1CCC(Nc2nc3nonc3nc2N2CCSCC2)C1,1,-2,-7,16,8,0.6,-2,-0.8,3,-1,nt
Cc1ccc(C)c(NC(=S)N(C)CCO)c1,7,2,1,-9,-13,-1.5,4,1.3,-7,4,-11
COCCNc1cc(N)c([N+](=O)[O-])cc1[N+](=O)[O-],4,0,9,13,-5,-1.4,-4,0.9,152,-5,9
CCC(CC)C(=O)Nc1ccccc1-n1cccc1,-6,-4,-15,25,-9,0.6,-4,-0.5,-2,-2,0
CC(OC(=O)COc1cccc2c1OC(C)(C)C2)C(=O)Nc1ccc(S(N)(=O)=O)cc1 (centres undefined),4,-1,2,nt,-3,-0.8,-3,-1.2,-16,4,4
O=C(Cn1cc2c(n1)CCCCC2)NCc1ccccn1,1,nt,1,nt,-9,1.0,-5,0.7,91,0,-7
CCOc1ccc(-c2nnn(CC(=O)NCc3ccc(C)cc3)n2)cc1,1,-2,6,-11,-3,0.4,-9,-0.8,-17,-1,0
CCOC(=O)Nc1c(Cl)[nH]c(=O)n(C)c1=O,-2,1,-5,3,-8,-1.1,2,-1.0,nt,-3,-1
COC(=O)CC1C(=O)NCCN1C(=S)Nc1ccccc1 (centres undefined),2,-3,-2,15,7,-0.5,0,0.4,-12,-3,-3
COc1ccc(NS(=O)(=O)c2cccc(C(=O)NCC3(N4CCOCC4)CCCCC3)c2)cc1,2,-2,-9,-24,-9,0.7,-8,-0.7,158,-6,5
COc1ccc(OCc2ccc(C(=O)O)cc2)cc1,-1,0,0,13,-12,-0.3,-8,-1.7,-6,-9,2
O=C(O)CC(=O)NC12CC3CC(CC(C3)C1)C2,-2&3,0&0,-6&-14,6&2,7&3,-1.8&7.1,4&0,2.7&0.1,3&6,-2&-3,-5&4
Cc1c(Cl)cccc1NC(=O)C1CCN(S(C)(=O)=O)CC1,1,-2,-2,6,-15,-1.3,-6,-0.8,-2,-4,0
Cc1ccc(C(=O)c2c(C)oc3c2C(=O)C(=O)c2ccccc2-3)cc1,-2,14,-7,nt,-5,2.0,-11,-0.7,-19,2,-10
Cc1cc(C)cc(CSc2ccc(S(=O)(=O)N3CCCC3)cn2)c1,-3,-3,0,22,-3,0.4,-6,0.8,23,-1,-2
Oc1ccccc1CNc1nccs1,1,-2,-3,26,-12,1.2,4,1.3,36,-2,-10

# Among those listed so far, these contain a CF3 group.
SMILES,cardiac RTF act,NSD2 HMT inh,Cardiac RTF inh,PfHsp90 set2,PvdQ acylase,CDK5 p35 inh,dFosB act,C-LANA FP,SUMO Mot1 rescue,Keap1-Nrf2 PPI,Rtt109 HAT inh
CC(=O)Nc1ccc(S(=O)(=O)NC2(C(F)(F)F)NC(=O)N(c3ccccc3F)C2=O)cc1 (centres undefined),6,27,-13,-8,-15,-0.7,0,-0.6,80,1,-4
CNc1nc(NCCOC23CC4CC(CC(C4)C2)C3)nc(OCC(F)(F)F)n1,-4,-2,-8,0,-10,-1.0,-9,0.9,86,1,-6

# As entered above.
# Keap1-Nrf2 PPI with Cc1c(Cl)cccc1NC(=O)C1CCN(S(C)(=O)=O)CC1 : -4
# CDK5 p35 inh with CCOc1ccc(-c2nnn(CC(=O)NCc3ccc(C)cc3)n2)cc1 : 0.4
